LGR2 inh: Drosophila LGR2 receptor signaling inhibition. HEK293 LGR2, CRE-luciferase, bursicon-stimulated, 4 h. inhibition, % at 9.99 µM. hit rate 0.35% among 380,000;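 active means drop in luminescence signal, shown as inhibition above about 50% in the replicate tests, limit read from the data, passing the limit was not always enough; inconclusive means probably only some replicates passing the limit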;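 further: agonist challenge used bursicon conditioned medium at about half maximal strength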
FN deposition inh: fibronectin deposition inhibition; AID 743247; inhibition, % at 12.6 µM; AH1F fibroblasts, Alexa488-fibronectin deposition fluorescence, overnight; hit rate 0.086% among 350,000;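 active means mean inhibition across replicates of 30% or more, regardless of how many single replicates reach that level; inconclusive means mean under 30% yet at least half of replicates reach 30%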;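 further: positive control wells lacked labelled fibronectin entirely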
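Assay system: AH1F fibroblasts / Quantity: 10000 cells per well / Medium: DMEM plus 2% serum, read in PBS / Reagent: labelled fibronectin 24 nM / Dosing: single dose, pinned / Times: 1 h cell attachment, overnight exposure to compound and label / Signal: fluorescence, ex 485 nm, em 525 nm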
PAX8 inh HTS: PAX8 transcriptional activity inhibition | RMG-I TPO-luciferase reporter, SteadyGlo, 24 h | inhibition, % at 12.6 µM | hit rate 1.2% among 360,000 | AID 652154;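 active means mean replicate inhibition at least 60% with every replicate also reaching 60%; inconclusive means only one of the two criteria is met; inactive means mean below 60% and not all replicates reaching 60%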;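 further: luciferase light reporting Pax8 driven TPO promoter activity; plate controls were median of neutral control wells for no effect and mitoxantrone controls for full effect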
PGC1a acetyl inh: modulators of PGC1a acetylation | AID 651687 | inhibition, % at 15.6 µM | U2OS PGC1a acetylation, AlphaScreen anti-acetyl-lysine; with virally co-expressed GCN5 acetyltransferase | hit rate 0.17% among 350,000;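 active means every replicate shows inhibition of at least 40%; inconclusive means mean inhibition at least 40% but some replicate below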;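 further: 0% = neutral control wells and 100% = positive control wells; some results beyond the cut were filed as inactive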
ERAP1 HTS inh: ERAP1 (human) enzyme inhibition. recombinant ERAP1, Leu-AMC fluorescence, 60 min. inhibition, % at 10.7 µM. AID 652197. hit rate 0.15% among 340,000;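 active means mean replicate inhibition of at least 30%, or all replicates individually reaching that 30% level; inactive means mean below 30% and not every replicate reaching it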;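 further: 0% = neutral control wells and 100% = L-leucinethiol positive control wells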
Target sequence (Q9NZ08 whole entry, looked up): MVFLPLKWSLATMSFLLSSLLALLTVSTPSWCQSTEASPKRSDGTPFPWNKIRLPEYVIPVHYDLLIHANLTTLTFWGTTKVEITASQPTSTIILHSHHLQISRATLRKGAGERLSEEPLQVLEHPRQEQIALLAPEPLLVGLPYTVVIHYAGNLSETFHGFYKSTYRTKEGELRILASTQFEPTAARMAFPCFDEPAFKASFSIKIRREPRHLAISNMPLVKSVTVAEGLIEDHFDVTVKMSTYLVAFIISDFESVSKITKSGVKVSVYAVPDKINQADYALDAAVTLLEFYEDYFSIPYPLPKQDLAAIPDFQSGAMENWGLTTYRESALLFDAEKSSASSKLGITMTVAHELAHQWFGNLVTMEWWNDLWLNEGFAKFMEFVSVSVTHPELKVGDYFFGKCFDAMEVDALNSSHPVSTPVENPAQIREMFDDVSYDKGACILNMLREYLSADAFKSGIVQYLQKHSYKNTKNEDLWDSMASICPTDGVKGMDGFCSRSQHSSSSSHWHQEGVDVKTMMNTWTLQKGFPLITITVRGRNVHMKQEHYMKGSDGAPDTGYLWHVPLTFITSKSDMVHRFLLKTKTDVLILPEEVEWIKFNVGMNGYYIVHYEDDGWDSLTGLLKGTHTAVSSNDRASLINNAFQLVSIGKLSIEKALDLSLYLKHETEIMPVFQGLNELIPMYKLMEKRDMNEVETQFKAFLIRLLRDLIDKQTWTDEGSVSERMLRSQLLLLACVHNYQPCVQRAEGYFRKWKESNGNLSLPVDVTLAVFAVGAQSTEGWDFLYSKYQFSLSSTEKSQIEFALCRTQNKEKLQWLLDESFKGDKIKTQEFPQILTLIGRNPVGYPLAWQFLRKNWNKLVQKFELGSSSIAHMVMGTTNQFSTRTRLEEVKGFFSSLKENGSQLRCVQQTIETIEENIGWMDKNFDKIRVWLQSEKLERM
EWS-Fli block: EWS/Fli transcriptional activity inhibition; A673 NR0B1-luciferase reporter, viability-normalised; inhibition, % at 12.6 µM; hit rate 0.67% among 350,000; AID 651661;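 active means mean inhibition of at least 50% after viability correction, with every replicate also passing that limit; inconclusive means mean reaches 50% but only one of two replicates passes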;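 further: firefly luciferase signal divided by Alamar Blue viability fluorescence both relative to DMSO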
S100A4 inh HTS: S100A4-myosin IIA interaction inhibition. S100A4/TAMRA-MyoIIA peptide fluorescence polarization. hit rate 0.14% among 360,000. P26447. inhibition, % at 10.7 µM;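 active means mean inhibition of at least 70% across replicates, with every replicate also reaching that level; inconclusive means mean inhibition reaches 70% but some replicates fall short; inactive means mean inhibition below 70%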
Target sequence (P26447 whole entry, looked up): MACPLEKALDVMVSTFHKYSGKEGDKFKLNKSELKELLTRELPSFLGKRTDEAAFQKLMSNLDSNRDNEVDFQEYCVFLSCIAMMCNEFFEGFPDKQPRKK
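Test system – S100A4 monomer (human) · Compound – single-point compound testing · Schedule – 5 min incubation before reading · Probe or stimulus – TAMRA-labelled myosin IIA heavy-chain peptide probe, 5 nM · Benchmarks – neutral control DMSO, positive control TFP · Medium – Calcium-containing HEPES buffer, pH 7.2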
PglD inh: inhibitors of Campylobacter jejuni PglD acetyltransferase | purified PglD enzyme, DTNB colorimetric CoA detection | inhibition, % at 12.5 µM | hit rate 0.098% among 360,000; in the data active means inhibition above about 16%, passing the limit was not always enough; inconclusive means no clear call, values can overlap the other calls; further: strong numbers were not always called active
The depositor's hits bear a star; ? = inconclusive; / = no result given.

Every second line gives: FN deposition inh, PGC1a acetyl inh, LGR2 inh, PglD inh, EWS-Fli block, PAX8 inh HTS, S100A4 inh HTS, ERAP1 HTS inh
1) Cc1noc(C)c1S(=O)(=O)N(C)C[C@H]1OCCCC[C@H](C)Oc2ccc(NC(=O)Cc3ccccc3)cc2C(=O)N([C@@H](C)CO)C[C@H]1C
→ /, 3.8, -3.8, 1.5, -11.9, -25.5, 5.2, 2.2
2) CCCCN(C(=O)COC(=O)c1sccc1C)c1c(N)n(CCC)c(=O)[nH]c1=O
→ 3.6, 2.5, -11.0, 0.3, -8.4, -4.7, -7.3, 1.5
3) COc1ccc(C(=C(CC(=O)O)C(=O)OC(C)(C)C)c2cc(OC)c(OC)c(OC)c2)cc1OC
→ -8.0, ?, -7.7, /, 12.7, -3.9, 0.5, -0.9
4) O=C(CN1C(=O)/C(=C/c2ccccc2F)Sc2ccccc21)NCc1cccnc1
→ 4.6, /, 39.6, /, 4.6, 5.2, -0.3, -1.3
5) O=C1/C(=C/c2cccnc2)SC(=S)N1c1ccc(F)cc1
→ -3.3, /, 16.1, /, -8.6, 37.7, -9.6, -0.9
6) CCN(CC)C(=O)N(CC)Cc1ccccc1
→ 3.4, /, /, /, 2.4, -1.3, 5.7, -1.3
7) C[C@@H]1CN([C@@H](C)CO)C(=O)c2cccc(NC(=O)C3CCCCC3)c2O[C@H]1CN(C)Cc1ccncc1
→ /, 0.0, 9.0, 6.3, 0.8, 1.4, -0.5, -1.2
8) Cc1noc(C)c1NC(=O)N(C)C[C@@H]1Oc2c(NC(=O)CCCCCC(=O)Nc3ccccc3N)cccc2C(=O)N([C@@H](C)CO)C[C@H]1C
→ 6.7, 2.3, -20.5, /, -16.5, 11.4, -4.6, -0.9
9) CCN(C(=O)COC(=O)/C=C/c1cccc(Br)c1)C1CCS(=O)(=O)C1 (centres undefined)
→ 4.4, /, -2.7, -3.1, 7.3, 3.1, 2.3, 1.6
10) CCCCN(C(=O)c1ccc(N2CCCC2=O)cc1)c1c(N)n(CCC)c(=O)[nH]c1=O
→ 0.0, 5.6, -2.0, -3.4, 6.3, -1.0, -2.2, -3.0
11) Cc1onc(-c2ccccc2Cl)c1C(=O)N1CCN(c2ccc(F)cc2)CC1
→ -3.6, 5.5, 2.1, -2.6, 11.0, 11.7, 4.9, 2.0
12) COc1ccccc1CNC(=O)C1CCCCN1S(=O)(=O)c1ccccc1 (centres undefined)
→ -11.7, -13.3, -9.9, 4.6, -10.4, -8.4, -3.0, -2.0
13) CC1CN(C(=O)/C=C/c2ccc([N+](=O)[O-])s2)CC(C)O1 (centres undefined)
→ 0.0, -9.1, 19.6, /, 28.7, -11.0, 2.0, 3.3
14) O=C(O)c1ccc(Nc2ccc3nonc3c2[N+](=O)[O-])cc1
→ 2.2, 13.1, -1.5, -3.1, 3.4, 4.4, 1.4, 4.9
15) COc1ccc(-c2nc(CS(=O)CC(=O)NCCCN3CCCC(C)C3)c(C)o2)cc1OC (centres undefined)
→ 21.9, -4.0, 22.1, 2.5, /, -1.4, 0.2, -2.4
16) CC1(C(=O)NS(=O)(=O)c2ccc(Br)cc2)CCN1C(=O)Cc1cccs1 (centres undefined)
→ 1.7, 9.1, 5.9, -3.6, -4.8, 3.3, -5.7, -2.7
17) Cc1ccc(S(=O)(=O)N2CCC(C(=O)N[C@@H](C)C(=O)NCC3CCCO3)CC2)cc1 (some centres undefined)
→ 6.7, -5.1, /, 2.7, /, -5.5, /, /
18) Cc1ccc(S(=O)(=O)N(C)C[C@H]2Oc3ccc(NC(=O)CCCN(C)C)cc3CC(=O)N([C@@H](C)CO)C[C@H]2C)cc1
→ /, 11.3, 9.5, -1.9, 1.0, -4.2, -3.4, 1.9
19) CC(=O)N1CCN(c2ccccc2NC(=S)NC(=O)c2cc3ccccc3o2)CC1
→ -6.1, -2.9, -5.2, -4.2, 22.1, 17.1, -4.6, 1.4
20) Cn1c(NCc2cccnc2)nc2cc(-c3ccc(C(=O)N4CCOCC4)cc3)sc2c1=O
→ 19.5, /, -7.5, -0.7, 9.6, 10.0, 4.0, -7.0
21) CCc1ccc(/C=C2\SC(=S)N(CCCC(=O)N3CCCC3)C2=O)cc1
→ /, /, 3.1, /, 15.4, 26.3, -7.1, 2.2
22) COc1ccc(CCn2cnc(=O)c(C#N)c2C)cc1OC
→ 5.3, -8.4, 7.7, /, 11.2, 8.8, -2.7, 1.9
23) CC(C)NC(=O)Nc1ccc2c(c1)CC(=O)N([C@@H](C)CO)C[C@@H](C)[C@H](CN(C)C(=O)Nc1ccc(C(F)(F)F)cc1)O2
→ /, -0.9, -1.9, -2.3, 2.2, -1.1, 9.5, -1.0
24) C(#CC12CC3CC(CC(C3)C1)C2)CN1CCOCC1
→ -19.8, 17.9, 4.6, /, -29.7, 0.3, -1.6, 2.7
25) O=C(NCc1n[nH]c(=S)n1-c1ccc(Br)cc1)c1cccs1
→ 4.4, -4.8, -6.3, /, -2.8, 25.1, -15.4, 10.8
26) CO[C@H]1CN(C)C(=O)c2cc(NC(=O)c3ccccc3)ccc2OC[C@H](C)N(C(C)=O)C[C@H]1C
→ 9.3, 2.3, -1.7, -0.4, 2.1, /, 14.0, -2.2
27) CC(C)C#Cc1ccc([C@H]2[C@@H](C#N)N(C(=O)c3cccc(F)c3)[C@@H]2CO)cc1
→ -13.4, 3.2, 12.1, -1.8, -2.7, -5.6, -10.4, 3.5
28) C[C@H](CO)N1C[C@H](C)[C@H](CN(C)S(=O)(=O)c2ccc(Cl)cc2)Oc2ccc(NC(=O)Cc3cn(C)c4ccccc34)cc2C1=O
→ /, 3.5, /, 6.4, 13.4, 1.5, -64.6, 0.4
29) COc1ccc(C(=O)N2CC(c3ccc(Cl)cc3)CC2=O)cc1 (centres undefined)
→ -4.0, 7.0, /, -2.3, -4.4, 0.1, 8.5, -0.4
30) CN1C(=O)C2(OCCCO2)c2cc(Cl)ccc21
→ 4.1, -3.9, 13.1, 1.5, -6.6, 0.1, 3.3, -8.8
31) O=c1[nH]c2c(c(=O)[nH]1)CCC2
→ 5.2, 3.1, -1.7, 9.2, -0.9, -1.9, -3.4, -1.9
32) O=C(Cc1cc2ccccc2o1)NCc1ccc(F)cc1
→ 16.6, -9.3, 18.0, 4.9, 4.4, -12.8, -3.3, -2.0
33) Cc1cccc(NC(=O)c2n[nH]c([N+](=O)[O-])c2Br)c1C
→ 4.6, -11.9, -32.3, -4.6, -70.2, -101.5, 19.6, -2.4
34) CCN(CC)c1ccc(/C=C(\C#N)C(N)=S)cc1
→ 3.3, 3.4, -35.8, /, -7.9, -1.7, -8.5, /
35) COc1ccc(CCNS(=O)(=O)c2cn(C)nc2C)cc1OC
→ 23.4, /, -2.2, 0.2, /, 2.4, -5.3, -0.8
36) CC(=O)c1ccc(S(=O)(=O)Nc2cccc(S(=O)(=O)NC3=NCCC3)c2)cc1
→ /, -0.8, -12.2, 12.4, /, 6.9, /, /
37) C[C@H](CO)N1C[C@H](C)[C@@H](CN(C)Cc2ccc3c(c2)OCO3)OCCCC[C@H](C)Oc2ccc(NS(C)(=O)=O)cc2C1=O
→ /, -2.3, 3.9, 0.1, -0.8, -8.8, -12.5, 0.5
38) C[C@H](CO)N1C[C@H](C)[C@H](CN(C)C(=O)Nc2cccc3ccccc23)OCCCC[C@H](C)Oc2ccc(NS(C)(=O)=O)cc2C1=O
→ /, -11.7, -4.2, 6.5, 6.8, -2.8, -14.2, -4.7
39) COCCNC(=O)c1sc2ncn(CC(=O)Nc3ccc(C)c(Cl)c3)c(=O)c2c1C
→ -2.1, /, -13.2, /, -13.0, 13.3, -6.0, -0.4
40) C[C@@H]1CCCCO[C@H](CN(C)C)[C@H](C)CN([C@@H](C)CO)C(=O)c2cc(NC(=O)Nc3ccc(F)cc3)ccc2O1
→ /, 9.6, -7.1, 2.2, -12.1, -9.3, -32.6, -0.7
41) CN1c2ccc(-c3cccc(C#N)c3)cc2[C@H]2[C@H](CCN2C(=O)NC2CCCC2)[C@@H]1CO
→ -12.5, -11.9, -40.4, /, 1.7, 5.6, 15.3, 4.5
42) COC(=O)c1ccc(Cn2nc(-c3cc(C)ccc3C)ccc2=O)cc1
→ 3.5, -1.5, 5.8, 3.5, 4.9, 8.0, -0.8, -4.5
43) CC(C)(C)OC(=O)N1CCC(c2cc(=O)n3[nH]cc(C(=O)NC4CCCC4)c3n2)CC1
→ 5.8, 24.5, 22.3, -4.4, 20.5, -9.5, -7.0, 9.1
44) COc1ccc(-c2noc(CN3CCCCC3c3nccn3C)n2)cc1 (centres undefined)
→ 2.1, /, 2.3, -2.2, -5.0, 0.2, 1.0, -0.5
45) O=C(CC1CC2CCC1C2)NCCc1ccc(Cl)cc1 (centres undefined)
→ -1.5, /, -10.4, -1.3, -20.1, 6.3, -4.2, -3.7
46) COCC#Cc1cnc2c(c1)C(=O)N([C@@H](C)CO)C[C@@H](C)[C@@H](CN(C)C(=O)c1cccnc1)O2
→ -14.1, -1.9, 3.9, 2.7, -6.0, /, -2.5, -1.3
47) Cc1noc(C)c1NC(=O)N(C)C[C@@H]1OCCCC[C@@H](C)Oc2ccc(NC(=O)C3CCCCC3)cc2C(=O)N([C@H](C)CO)C[C@H]1C
→ /, 7.7, -2.5, 0.9, -8.7, 13.4, 0.2, 3.3
48) O=C(NCc1ccccc1)c1onc(CSc2ccc(Cl)cc2)c1C(=O)NCc1ccccc1
→ 5.3, /, 10.8, -6.0, -10.7, 1.0, 6.1, -3.2
49) O=C(C[C@@H]1CC[C@@H]2[C@H](COC[C@@H](O)CN2C(=O)Nc2ccc(F)cc2)O1)NC1CCC1
→ -3.2, -1.0, -8.9, -3.5, /, /, /, /
50) COC(=O)c1ccc(CN(c2ccc(C(=O)O)c(O)c2)S(=O)(=O)c2ccc(Cl)c([N+](=O)[O-])c2)cc1
→ 3.0, 8.6, -5.4, 0.4, 6.4, 6.9, -2.5, -2.0
51) COCCCNC(=S)NC(=O)c1ccc([N+](=O)[O-])cc1
→ 5.6, -3.2, -22.6, -9.0, -11.4, -39.7, -1.6, 1.1
52) COc1ccccc1C(=O)NNC(=O)c1nn(Cc2ccccc2)c(=O)c2ccccc12
→ 11.3, /, 5.1, /, 9.8, 31.0, 18.9, 0.4

Sorted by formula weight (highest first): part of the list above.
Every second line gives: FN deposition inh, PGC1a acetyl inh, LGR2 inh, PglD inh, EWS-Fli block, PAX8 inh HTS, S100A4 inh HTS, ERAP1 HTS inh
43) CC(C)(C)OC(=O)N1CCC(c2cc(=O)n3[nH]cc(C(=O)NC4CCCC4)c3n2)CC1
→ 5.8, 24.5, 22.3, -4.4, 20.5, -9.5, -7.0, 9.1
36) CC(=O)c1ccc(S(=O)(=O)Nc2cccc(S(=O)(=O)NC3=NCCC3)c2)cc1
→ /, -0.8, -12.2, 12.4, /, 6.9, /, /
31) O=c1[nH]c2c(c(=O)[nH]1)CCC2
→ 5.2, 3.1, -1.7, 9.2, -0.9, -1.9, -3.4, -1.9
